Source: PubChem
MEX-5 binding = MEX-5 zinc finger RNA-binding disruptors – biochemical, C. elegans, fluorescence polarization, MLPCN library, primary screen. Zinc finger protein mex-5 (Caenorhabditis elegans), Q9XUB2. MEX-5/FITC-TCR2 RNA binding; hits give low values. activity score (negative = inhibition of binding), % at 10 µM. actives 0.38% (n = 300,000);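 active = inhibition past about -25% in most replicates, and total fluorescence under double the plate's negative control median, limit read from the data; inconclusive = replicates evenly split on the limit, or fluorescence at least double controls; inactive = too little inhibition in most replicates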;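 also: 0% = DMSO and -100% = 5 µM competing unlabeled TCR2 RNA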
Target sequence (Q9XUB2 whole entry, looked up): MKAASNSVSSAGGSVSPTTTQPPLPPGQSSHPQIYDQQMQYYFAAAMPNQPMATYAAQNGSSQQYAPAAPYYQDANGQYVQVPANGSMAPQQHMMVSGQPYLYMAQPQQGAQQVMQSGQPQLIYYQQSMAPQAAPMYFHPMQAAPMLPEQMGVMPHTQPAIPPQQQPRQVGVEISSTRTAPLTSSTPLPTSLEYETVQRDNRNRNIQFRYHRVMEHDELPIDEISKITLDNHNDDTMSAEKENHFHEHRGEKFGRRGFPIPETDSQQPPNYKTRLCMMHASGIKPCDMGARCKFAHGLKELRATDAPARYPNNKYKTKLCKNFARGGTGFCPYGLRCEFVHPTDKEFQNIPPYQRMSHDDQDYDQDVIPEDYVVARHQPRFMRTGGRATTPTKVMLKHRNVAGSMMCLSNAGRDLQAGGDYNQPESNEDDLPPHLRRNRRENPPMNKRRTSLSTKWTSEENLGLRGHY
Starred values were filed as active, the others as inactive; ? = inconclusive. The list is partial. The share of hits here may be higher or lower than overall.

SMILES	MEX-5 binding
CCC(NC(=S)NC1CCCCC1)c1ccc(C(C)C)cc1 (stereo not given)	-1.3
CN(Cc1cccc2cnccc12)C(=O)c1cc(COc2ccc(F)cc2F)on1	-1.8
COc1ccc(S(=O)(=O)NC(C)C(=O)N2CCCC2)cc1C (stereo not given)	0.4
Clc1ccc(COn2ccnc2)cc1Cl	0.5
CCC1CN(C(=O)NCc2cccc(OC)c2)c2ccccc2O1 (stereo not given)	0.5
O=P(c1ccccc1)(c1ccccc1)c1cc(S(=O)(=O)O)ccc1O	-1.1
COC(=O)C1=C(C)N=C2SCCC(=O)N2C1c1ccc(OC(=O)c2ccco2)cc1 (stereo not given)	1.6
O=C1NCCCN1Cc1ccc(F)cc1Cl	3.9
Nc1ccc2nc(CCCCc3nc4ccccc4[nH]3)[nH]c2c1	-6.4
CNS(=O)(=O)c1cccc(C(=O)OCCCOC(=O)c2cccc(S(=O)(=O)NC)c2)c1	2.3
Cc1nc(S/C(=C\c2ccc(-c3ccc(C(=O)O)c(Cl)c3)o2)C(=O)O)n[nH]1	-91*
CCn1cc([N+](=O)[O-])c(C(=O)N2CCCc3ccccc32)n1	1.3
CCOc1cc(/C=N/Nc2cccc(C(=O)O)c2)ccc1OC(=O)c1ccccc1	-2.0
COc1ccc(-c2c(C)nc(N)nc2-c2ccc(OC)cc2O)cc1	-9.4
COc1cc([N+](=O)[O-])ccc1-c1ccc(/C=N\n2cnnc2)o1	-12
COCC(=O)Nc1nc2n(n1)C(c1ccc(OC)cc1)CC(c1ccc(OC)cc1)N2 (stereo not given)	-3.5
OCC1(CCc2ccccc2)CCCN(CCCC(F)(F)F)C1 (stereo not given)	1.5
O=C(O)C(NC(=O)C1CCCN1C(=O)OCc1ccccc1)c1ccccc1 (stereo not given)	0.8
CCCCCc1c(C)nc(N2CCc3ccccc32)[nH]c1=O	3.5
CN(C)S(=O)(=O)N1CCc2ccc(NC(=O)C3CCCO3)cc2C1 (stereo not given)	-1.1
CS(=O)(=O)Nc1ccc(C(=O)Nc2ccc(S(=O)(=O)N3CCCCC3)cc2)cc1	0.6
Cc1cc(C)cc(C(=O)Nc2cccc(NC(=O)c3ccco3)c2)c1	0.8
O=C(Nc1cccc(F)c1)c1cccnc1	1.4
Cc1ccc[n+](CC(=O)c2ccc(Br)cc2)c1	-1.1
CC(C)C1=CC(=Nc2ccc(S(N)(=O)=O)cc2)C=C(C(C)C)C1=O	-3.0
SMILES	MEX-5 binding
Cc1ccc(C)n1-c1ccc(C(=O)N2CCC(C(N)=O)CC2)cc1	-0.8
COc1cc2c(cc1OC)C(c1cccc(Cl)c1)CC(=O)N2 (stereo not given)	1.3
O=S(=O)(c1ccc(S(=O)(=O)N2CCN(Cc3ccccc3)CC2)cc1)N1CCOCC1	-2.0
COc1ccc(S(=O)(=O)N2CCCCCC2)cc1Br	-1.8
Cc1ccccc1OCC(=O)NC(C)c1ccccc1 (stereo not given)	3.3
Cn1c(=O)[nH]c(=O)c2c1nc(Br)n2CCCc1ccccc1	0.4
O=C(CSc1nc(=O)n2cc(Cl)ccc2n1)Nc1cccc2ccccc12	2.7
CCOC(=O)c1c(C)nsc1NC(=O)c1ccco1	-2.2
COC(=O)c1ccccc1NC(=O)CCS(=O)(=O)c1ccc(Br)cc1	0.4
Cc1ccc(-c2ccc(=O)n(Cc3c(F)cccc3Cl)n2)cc1	0.2
CC(=O)NS(=O)(=O)c1ccc(NC(=O)c2ccc3c(c2)OCO3)cc1	-1.8
Cc1ccc(C)c(OCc2cc(C(=O)N3CCN(c4cnccn4)CC3)no2)c1	0.2
Fc1cccc(CN2CCSCC2)c1	-1.4
O=C(Nc1ccccc1)Nc1snnc1C(=O)Nc1cccc(O)c1	0.1
O=C1c2ccccc2CC1Sc1nnc(-c2ccccn2)o1 (stereo not given)	0.9
Cc1ccc(NC(=O)c2cc3ccccc3o2)cc1Cl	2.8
COc1ccccc1C(=O)C1CCCN(C(=O)c2ccccc2C(C)=O)C1 (stereo not given)	-0.2
Cc1ccc(-n2cc(-c3ccccc3)c3c(N4CCOCC4)ncnc32)cc1	0.0
CCOc1ccc(CCNC(=O)COC(=O)CCC(=O)c2cccs2)cc1OCC	0.3
COc1cccc(CNCc2ccc3c(c2)OCO3)c1	0.1
O=C1CCC(NC(=O)c2ccccc2)C(=O)N1 (stereo not given)	2.5
CCOc1cc(/C=C2\SC(N3CCCC(C)C3)=NC2=O)ccc1O (stereo not given)	38
Cc1nc2ccc(F)cc2cc1C(=O)NCC1CCCO1 (stereo not given)	-3.8
O=C(CCN1C(=O)C2C3CCC(C3)C2C1=O)OCC(=O)c1ccccc1 (stereo not given)	2.3
CC(=O)CSc1nc(-c2cccs2)c(C#N)c(=O)[nH]1	1.5
SMILES	MEX-5 binding
CCN(CC)CCCNC(=O)c1nn2c(C(F)(F)F)cc(-c3ccccc3)nc2c1Cl	1.8
O=C(COc1cccc(Cl)c1)Nc1nc(-c2ccc(S(=O)(=O)N3CCOCC3)cc2)cs1	-2.6
C=CCC(=O)N(CC)CC1CCCN(CCc2cccc(F)c2)C1 (stereo not given)	0.2
CCOc1ccc(C2c3[nH]c4ccccc4c3C[C@H]3C(=O)N(C4CC4)CC(=O)N23)cc1OC (stereo not given in full)	-0.5
Brc1ccc2oc3c(N4CCOCC4)ncnc3c2c1	-1.5
COc1cccc(C(=O)COc2ccc(NC(=O)c3ccccc3)cc2)c1	0.5
O=C(COc1ccc(Cl)cc1Cl)N/N=C/c1ccccn1	4.2
C=CCc1c(C)nc2c(-c3ccccc3)cnn2c1N1CCOCC1	3.1
COc1ccc(-c2csc(NC(=O)Cc3cccc4ccccc34)c2C(=O)O)cc1	3.3
CC(C)C[C@@H](NC(=O)C1CCC(CNC(=O)[C@@H]2CCCN2C(=O)OC(C)(C)C)CC1)C(=O)O (stereo not given in full)	0.0
Oc1ccc(-c2csc(Nc3ncccn3)n2)cc1O	-4.7
O=c1cc(N2CCC3(CC2)OCCO3)[nH]c(=O)n1-c1ccc(Br)cc1	-0.3
Cc1ccc(Cn2c(O)c(N=NC(=S)Nc3ccccc3F)c3cc(S(=O)(=O)N4CCOCC4)ccc32)cc1	1.8
CCOc1ccccc1NC(=O)N1CCCc2ccccc21	-4.5
Nc1ccc(NC(=O)CCN2CCOCC2)cc1	4.0
CCn1cc(CNCc2cn(C)nc2-c2ccc(C3CCCCC3)cc2)cn1	0.0
CC(=O)Nc1ccc(OCC(O)Cn2cccn2)cc1 (stereo not given)	0.1
O=C(Nc1ccc2oc(-c3ccccc3F)nc2c1)c1ccc([N+](=O)[O-])o1	-3.0
COc1ccc(OCC(=O)Nc2c(Cl)ccc3nsnc23)cc1	0.0
Cc1nnc(NC(=O)CS(=O)(=O)Cc2ccccc2)s1	2.2
CCCC1CCC(c2ccc(OCC)cc2)=CC1=O (stereo not given)	-2.9
Cc1cccc(C(=O)NCCCNC(=O)c2cccc(C)c2)c1	?
COc1ccc(-n2nc3cc(C)c(NC(=O)C(C)C)cc3n2)cc1	0.8
COc1cc(C2=NOC(C(=O)Nc3ccc4c(c3)OCO4)C2)cc(OC)c1OC (stereo not given)	-2.4
Cc1ccc(OCC(=O)N/N=C/c2ccccc2)c([N+](=O)[O-])c1	-3.4
SMILES	MEX-5 binding
COc1ccc(S(=O)(=O)Oc2cc(C(=S)N3CCOCC3)ccc2OC)cc1	1.2
CSc1ccc(/C=C(\NC(=O)c2ccco2)C(=O)N2CCCCC2)cc1	0.5
O=C(O)c1ccc(CNC(=O)C2CCCN2C(=O)OCc2ccccc2)cc1 (stereo not given)	2.6
NC(=O)c1ccc(C(=O)N/N=C/c2cccc(Oc3ccccc3)c2)cc1	2.1
Cc1ccc(S(=O)(=O)c2c[nH]c3ccc(C)cc3c2=O)cc1	1.9
CCOC(=O)c1c(-c2ccccc2)oc2ccc(OCC(=O)NNC(=O)CCCC(=O)O)cc12	-2.4
COc1cc(CN2CCC(Cc3ccccc3)CC2)cc(OC)c1OC	-0.8
CN1CCN(c2ccc(-c3ccc4ccccc4n3)cc2)CC1	1.1
O=C1c2cccc3cc([N+](=O)[O-])cc(c23)C(=O)N1CCN1CCCC1	-7.1
COc1cccc(CN(C)C(=O)C23CC4CC(CC(NC(C)=O)(C4)C2)C3)c1OC	1.9
CCOC(=O)c1cnn(C(=O)c2ccccc2)c1N	0.1
Cc1ccc(OCC(=O)NCCNC(=O)c2cnccn2)cc1C	-1.1
O=C(c1ccc(Cl)cc1)N1CCN(CCc2ccccn2)CC1	-0.7
O=c1[nH]c(O)c(/C=C2\C=Nc3ccccc32)[nH]1	-1.3
Cc1onc(-c2c(Cl)cccc2Cl)c1C(=O)Nc1c(C)n(C)n(-c2ccccc2)c1=O	-2.6
CC(C)N1CCN(C(=O)C2CCC(=O)N(CCc3cccc(F)c3)C2)CC1 (stereo not given)	0.9
Cc1c(NC(=O)Nc2ccccc2)c(=O)n(-c2ccccc2)n1C	3.1
COc1ccc(OC)c(S(=O)(=O)N/N=C(/C)c2c[nH]c3ccccc23)c1	-1.5
NC(=NCc1ccc2c(c1)OCO2)NC(=O)c1ccccc1	-0.3
Cc1ccc(S(=O)(=O)n2c3ccc(Cl)cc3c3nc(C)sc32)cc1	0.9
O=C(O)CNC(=O)c1ccc(NC(=O)/C(=C/c2ccccc2)NC(=O)c2ccccc2Br)cc1	2.5
Cc1ccc(S(=O)(=O)NC(=O)Nc2ccc(C)cc2C)cc1	-1.5
Nc1nc(-c2ccccc2)cc(-c2ccccc2)n1	1.5
COc1ccc(/C=C2\SC(=S)N(CCC(=O)Nc3cccc(O)c3)C2=O)cc1	0.1
CCOc1ccc(C(=O)Nc2cccc(NC(=O)c3cccs3)c2)cc1[N+](=O)[O-]	-1.8
SMILES	MEX-5 binding
O=C1C(=Nc2cccc(Cl)c2)CC(c2ccc(Cl)cc2)N1c1cccc(Cl)c1 (stereo not given)	1.6
Cc1ccc2cc(/C=N/Nc3nc4ccccc4[nH]3)c(Cl)nc2c1	1.8
Cc1cccc(C(=O)Nc2cccc3cccnc23)c1	-2.6
CN1CCN(C(=O)CN(C2CCCCC2)S(=O)(=O)c2ccccc2)CC1	0.2
Cc1ccc(CC(C(=O)O)C(C)C(=O)Nc2ccc(F)cc2)cc1 (stereo not given)	0.1
OC1(c2ccc(OC(F)F)cc2)CSC(=Nc2cccnc2)N1Cc1ccco1 (stereo not given)	-0.6
COc1ccc(CCNS(=O)(=O)c2cc3c4c(c2)CCN4C(=O)CC3)cc1OC	-0.2
CCC(C)NC(=O)C(=O)NC1CCCC1 (stereo not given)	1.5
Cc1ccc2c(CN3CCC(C)CC3)cc(=O)oc2c1C	1.9
O=C(NC(Cc1ccccc1)C(=O)N1CCCCCC1)c1ccccc1 (stereo not given)	-0.9
CCCCn1c(NCCC)nc2c1c(=O)[nH]c(=O)n2C	-3.1
CCOC(=O)C1CCN(CC(=O)Nc2cc(C)nn2-c2nc3ccccc3s2)CC1	0.8
CC1=C(C#N)c2nc(N)c(C#N)c(C)c2/C1=C\c1ccc(-c2ccccc2C(=O)O)o1	-52*
Cn1ncc(Br)c1C(=O)NC1CCCCCC1	1.0
Cc1ccc(NC(=O)COc2ccc(/C=N\NC(=O)c3cccnc3)cc2)cc1C	2.6
CCOC(=O)c1cc(-c2ccc(Cl)s2)nc2c1c(C)nn2C	-0.8
O=C(NC1CCC(NC(=O)C2CCCO2)CC1)C1CCCO1 (stereo not given)	0.3
COc1ccc(CCC(=O)Nc2sc(C(=O)N(C)C)c(C)c2C#N)cc1	0.7
N#Cc1ccc(C23CC4(C2)[C@H](CN(Cc2ccc(C(F)(F)F)cc2)[C@@H]4c2ccccc2)C3c2ccc(Cl)nc2)cc1 (stereo not given in full)	1.5
O=[N+]([O-])c1ccc(S(=O)(=O)N/N=C/c2ccsc2)cc1	0.9
COc1cc(NC(=O)COc2ccccc2[N+](=O)[O-])ccc1NC(=O)c1cccs1	0.8
Cc1cc(NC(=O)COc2cccc3cccnc23)no1	-1.3
Cc1ccc(-n2ncc3c(SCc4cccnc4)ncnc32)c(C)c1	0.5
COc1ccc(-c2ncncc2-c2ccc(OC)c(OC)c2)c(O)c1	-0.2
CCn1cc(CCCC(=O)NCc2cccnc2)c2ccccc21	-1.3
CC1(C)Cc2c(cnn2-c2ccccc2)C(NC(=O)CCCn2cncn2)C1 (stereo not given)	1.7
COc1cc(/C=N\NC(C)=O)ccc1OC/C=C/c1ccccc1	0.0
COc1ccccc1-c1cc(C(=O)N/N=C/c2ccc(C)o2)c2ccccc2n1	-2.3
CN(C)c1nc(-c2cccnc2)nc(-c2ccccc2)c1C#N	0.6
